# TCR CD3 inh = human TCR-CD3 binding inhibition; TAMRA-labeled TCR probe fluorescence, biochemical; inhibition, % at 9.4 µM; hit rate 0.37% among 360,000; AID 651800; in the data active means inhibition above about 19%;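 further: recombinant mutant TCR 2C K166C tagged with TAMRA read by polarization; 0% = receptor in buffer alone and 100% = receptor with positive control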
# UHRF1 binding = human UHRF1 methylated DNA binding inhibitors | Q96T88 | inhibition, % at 4.4 µM | UHRF1 binding to methylated oligo, TR-FRET | AID 687016 | hit rate 0.75% among 370,000; in the data active means inhibition above about 21%;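 further: UHRF1 SRA domain binding a hemimethylated CpG hairpin DNA probe; 0% = median of test compound wells and 100% = reference inhibitor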
# MBD2 inh = blocks human MBD2 binding to methylated DNA. inhibition, % at 4.4 µM. hit rate 0.31% among 370,000. TR-FRET, MBD2 binding to methylated oligonucleotide. AID 686964; in the data active means inhibition above about 13%
# Target sequence (Q9UBB5 whole entry, looked up): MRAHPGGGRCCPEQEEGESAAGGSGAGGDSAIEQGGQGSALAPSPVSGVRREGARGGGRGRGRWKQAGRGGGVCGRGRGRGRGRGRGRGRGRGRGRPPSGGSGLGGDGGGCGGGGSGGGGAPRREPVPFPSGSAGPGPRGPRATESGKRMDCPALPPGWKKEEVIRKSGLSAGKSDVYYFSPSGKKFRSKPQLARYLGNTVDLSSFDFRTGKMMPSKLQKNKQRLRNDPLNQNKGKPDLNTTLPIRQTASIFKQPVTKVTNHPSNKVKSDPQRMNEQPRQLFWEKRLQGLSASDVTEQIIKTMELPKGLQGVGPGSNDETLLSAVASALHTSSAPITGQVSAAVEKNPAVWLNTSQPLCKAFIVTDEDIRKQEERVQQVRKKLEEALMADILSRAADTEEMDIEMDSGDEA
# SIAE primary = inhibitors of human sialic acid acetylesterase SIAE | Q9HAT2 | SIAE FP-Rh probe binding, fluorescence polarization | inhibition, % at 9.66 µM | hit rate 0.69% among 370,000;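 active means inhibition above a cutoff: mean of compounds within the control limits plus 3 SD of those, cut at about 17% in these data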;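 further: 0% = plate median of compound wells and 100% = probe without SIAE protein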
# GC-B act = GC-B (human) receptor activation; P20594; hit rate 0.11% among 370,000; HEK293-GC-B cells, CNP EC30, cGMP TR-FRET; 0% at EC30 CNP, 100% saturating CNP; activation, % at 10 µM; AID 1920062;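 active means activation at 10 µM reaching about 35% in either raw or pattern-adjusted values, limit read from the data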
# NPR1 activator = GC-A (human) enzyme activation. P16066. HEK293 GC-A cells, cGMP TR-FRET, EC30 ANP; 0% at EC30 ANP, 100% saturating ANP. activation, % at 10 µM. hit rate 0.14% among 370,000. AID 1671463; in the data active means activation above about 40%
# mABHD4 FP = inhibitors of mouse ABHD4; Q8VD66; purified mABHD4, FP-Rh probe fluorescence polarization; inhibition, % at 8.92 µM; hit rate 0.54% among 370,000;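 active means inhibition exceeding the mean over every tested compound plus 3 SD, cut at about 30% in these data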;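 further: 0% = plate median of compound wells and 100% = S159A mutant with DMSO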
#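 Assay system: mouse ABHD4 enzyme, wild type / Also added: fluorescent activity-based probe FP-Rh / Doses: single nominal dose of 8.92 µM, 0.89% DMSO final / Timing: 45 min compound pre-incubation plus 60 min probe step, 25 °C / Signal: FP readout, ex 525 nm / em 598 nm / Control set: S159A mutant/DMSO as 100%, compound-well median as 0%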
# rCAG binder = molecules binding r(CAG) RNA repeats. hit rate 1.3% among 370,000. inhibition, % at 3 µM. r(CAG) RNA repeat, TO-PRO-1 dye displacement fluorescence. AID 651821;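 active means inhibition above the plate cutoff, the mean of all test compounds on that plate plus 3 SD, cut at about 35% in these data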;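 further: 0% = DMSO alone and 100% = 100 µM mitoxantrone as full dye displacement; higher means more dye released from RNA so lower well fluorescence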
# PRMT1 inh = PRMT1 (human) inhibition, primary screen | Q99873 | recombinant PRMT1, activity-based probe fluorescence polarization | inhibition, % at 2.79 µM | hit rate 1.3% among 370,000 | AID 652257;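 active means inhibition above about 21% made by adding two undisclosed values, limit read from the data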
# HTRA1 inhibitor = blocks human HTRA1 serine peptidase. Q92743. recombinant HTRA1, FP-rhodamine activity-based probe, fluorescence polarization. inhibition, % at 5.96 µM. hit rate 0.5% among 340,000. AID 504803; in the data active means inhibition above about 36%;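 further: 0% = enzyme with DMSO and 100% = wells lacking enzyme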
# Target sequence (Q92743 whole entry, looked up): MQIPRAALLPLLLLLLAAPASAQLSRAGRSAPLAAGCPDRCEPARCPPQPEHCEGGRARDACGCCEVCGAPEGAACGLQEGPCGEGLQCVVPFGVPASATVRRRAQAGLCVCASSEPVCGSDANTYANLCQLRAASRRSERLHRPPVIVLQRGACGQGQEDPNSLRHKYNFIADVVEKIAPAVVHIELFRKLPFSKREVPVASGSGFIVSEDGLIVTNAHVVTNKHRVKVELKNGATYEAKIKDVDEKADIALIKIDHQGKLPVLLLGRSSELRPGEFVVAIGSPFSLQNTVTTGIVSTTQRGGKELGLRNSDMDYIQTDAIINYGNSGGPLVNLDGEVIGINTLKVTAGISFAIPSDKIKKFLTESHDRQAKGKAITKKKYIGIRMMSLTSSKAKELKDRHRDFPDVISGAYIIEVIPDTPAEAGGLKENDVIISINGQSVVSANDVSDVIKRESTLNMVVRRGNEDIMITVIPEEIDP
# * = called active by the depositor; / = not tested or not shown. Not all compounds are listed; count on the stated rates, not on these rows.
SMILES	TCR CD3 inh	UHRF1 binding	MBD2 inh	SIAE primary	GC-B act	NPR1 activator	mABHD4 FP	rCAG binder	PRMT1 inh	HTRA1 inhibitor
CC(C)(C)NC(=O)C(c1ccc(O)cc1)N(Cc1ccco1)C(=O)CCC(=O)Nc1ccccn1 (stereo not given)	-4	-1	4	-1	3	4	3	-5	-1	-2
O=C(NCCc1ccccc1)c1ccc(Br)o1	0	1	1	1	5	-2	-5	-3	4	-3
Cc1nc2ccccc2nc(C)c1=NOCc1ccc(Cl)cc1Cl	2	1	3	6	0	-9	8	0	8	3
Cc1cc2nc3c(c(=O)n2[nH]1)CCCC3	4	2	1	-1	-2	1	4	2	-1	1
Cc1cc(C)nc(Nc2cccc(C(F)(F)F)c2)n1	6	1	5	-4	-10	-3	6	-3	2	-2
COc1ccccc1N1CCN(C(=O)c2ccccc2N(C)S(=O)(=O)c2ccc(C)cc2)CC1	9	-2	-1	0	2	0	4	-4	0	-1
NS(=O)(=O)c1ccc(NC(=O)CN2CCN(S(=O)(=O)c3cccs3)CC2)cc1	11	5	3	0	5	-1	5	5	3	1
CC(NC(=O)c1ccc(Br)o1)c1ccc(-n2ccnc2)cc1 (stereo not given)	3	2	0	-2	-2	-4	-2	0	-4	0
CN(C)CCNC(=O)Cc1ncc(C(F)(F)F)cc1Cl	-3	4	-6	-2	-12	0	3	-4	-5	4
Cc1ccc(/C=N/n2c(COc3ccccc3)n[nH]c2=S)cc1	-5	-2	1	14	-10	-3	-3	29	12	-7
CN1C(=O)c2cc(NC(=O)Nc3ccccc3)ccc2OC[C@H]2O[C@@H](CC(=O)NC3Cc4ccccc4C3)CC[C@@H]21	/	5	10	3	-12	0	8	10	1	/
CCOc1ccccc1/C=N/NC(=O)c1cccc(S(=O)(=O)N(CC)CC)c1	5	-1	-7	-6	-1	-1	-2	0	1	-2
CC(=O)c1cccc(NC(=O)CCN2C(=O)C3CC=CCC3C2=O)c1 (stereo not given)	0	1	1	8	0	2	3	2	0	7
Cc1cc(C)c(C(=O)CSc2nnc(N)s2)c(C)c1	-2	0	-2	-7	0	-2	-1	-2	-5	1
COc1cccc(NC(=S)N(CCc2c(C)[nH]c3ccccc23)Cc2cccs2)c1	-7	0	-1	12	2	-3	-16	5	0	-20
COc1ccc(NC(=O)CCC(=O)N2CCN(S(=O)(=O)c3ccc(C)cc3)CC2)c(OC)c1	-13	2	-4	5	4	-4	-1	-8	0	16
COc1ccc(C(=O)/C=C\c2ccc(NC(=O)c3cccs3)cc2)cc1	14	-2	4	12	2	0	-18	8	-3	-78
Cc1nn(-c2cc(N3CCCCC3)ccc2N)c(=O)c2ccccc12	3	-9	-4	6	-1	0	14	1	0	7
COc1ccc(C(=O)NCc2nnc(SCC(=O)N3CCCC3)o2)cc1	2	0	0	6	4	3	2	-2	-2	6
CNC(=S)Nc1cc(Cl)ccc1Oc1ccccc1	-7	4	3	1	0	-3	0	0	3	-5
Cc1nn(CC(=O)N2CCN(C)CC2)c(=O)c2c1sc1ccccc12	-9	-7	-3	-3	6	0	-7	1	-5	15
Cc1cccc(N(CC(=O)NCc2ccc(F)cc2)C(=O)c2csnn2)c1C	0	-2	-1	-1	1	2	2	-3	-2	-8
CCOC(=O)Cn1cnc2c(nnn2-c2cccc(OC)c2)c1=O	-4	1	-2	1	-10	3	10	0	1	7
COc1ccc(-c2c(-c3cc(OC)cc(OC)c3)n(C)c3ccc(-c4cnc(OC)nc4)cc23)cc1	14	5	-5	-4	3	0	2	4	-1	2
O=C(NC1CC2CCC1C2)C1COc2ccccc2O1 (stereo not given)	8	-2	-2	5	4	4	3	-3	0	4
COC(=O)CCc1c(COC(C)=O)[nH]c(C(=O)OCc2ccccc2)c1C	-6	2	0	-5	16	5	-5	-7	3	-8
O=C(/C=C/c1ccco1)NCC(=O)N/N=C/c1ccc([N+](=O)[O-])cc1	5	-4	-3	5	-2	-2	-2	11	1	0
COc1ccc([C@H]2C[C@@H](O)[C@H](n3cc(COC(=O)c4ccccc4)nn3)CN2C(=O)C2CCCCC2)cc1	-1	7	1	4	-17	-10	-2	6	-1	-4
CCN1CCN(C(=O)c2cc3c(=O)n4ccccc4nc3s2)CC1	2	-4	0	3	3	7	12	-3	-7	6
O=C(CN1C(=O)/C(=C\c2ccc(C(F)(F)F)cc2)Sc2ccccc21)NCc1ccco1	-2	3	1	-7	3	0	-31	5	1	-26

# Molecules from the list above that contain a Cl atom:
SMILES	TCR CD3 inh	UHRF1 binding	MBD2 inh	SIAE primary	GC-B act	NPR1 activator	mABHD4 FP	rCAG binder	PRMT1 inh	HTRA1 inhibitor
Cc1nc2ccccc2nc(C)c1=NOCc1ccc(Cl)cc1Cl	2	1	3	6	0	-9	8	0	8	3
CN(C)CCNC(=O)Cc1ncc(C(F)(F)F)cc1Cl	-3	4	-6	-2	-12	0	3	-4	-5	4
CNC(=S)Nc1cc(Cl)ccc1Oc1ccccc1	-7	4	3	1	0	-3	0	0	3	-5

# (cont.)
SMILES	TCR CD3 inh	UHRF1 binding	MBD2 inh	SIAE primary	GC-B act	NPR1 activator	mABHD4 FP	rCAG binder	PRMT1 inh	HTRA1 inhibitor
O=C(CN1CCN(C(=O)c2ccco2)CC1)Nc1ccccc1-c1ccccc1	-1	-1	3	0	-6	-2	-1	-3	3	-4
CCOC(=O)C1(Cc2ccccc2C)CCCN(C(=O)CCC(=O)OC)C1 (stereo not given)	-9	2	-2	-2	7	-3	6	-10	0	4
O=[N+]([O-])c1cc(Cl)cc(/C=N/n2cnnc2)c1O	5	-8	-10	2	0	-1	7	5	3	15
CCOC(=O)C1=C(C(=O)OCC)C2N(Cc3ccc(C(F)(F)F)cc3)c3ccccc3[C@@]23C[C@@H](C(=O)OC)N(S(=O)(=O)c2ccc(OC)cc2)C3=N1 (stereo not given in full)	2	1	-2	-5	10	2	-1	9	1	/
Cc1nc2ccc(N3C(=O)CCC3=O)cc2[nH]1	-3	0	-4	3	9	6	-3	0	-3	-7
CCc1ccccc1NC(=S)N(CCCN1CCOCC1)Cc1ccccn1	0	-2	-2	-4	0	1	2	-5	-1	-1
CCc1ccc(NC(=O)c2ccc(OC)c([N+](=O)[O-])c2)cc1	-6	-2	-5	-5	-1	-2	-6	1	0	-10
CC(=O)Nc1ccc(N2CC(C)(C)C2=O)cc1	-4	6	4	-7	-1	1	-3	-1	0	-1
O=C(CN(Cc1ccco1)S(=O)(=O)c1ccccc1)N/N=C/c1cccc(O)c1	7	-1	1	1	1	4	-3	3	-2	-13
Cc1ccnc(Nc2nc(-c3ccc(Cl)cc3)cs2)c1	7	0	1	-3	-2	6	3	4	1	0
Cc1cc(=O)n(C2CCS(=O)(=O)C2)[nH]1 (stereo not given)	-5	17	14*	6	1	4	-2	0	2	/
O=C(O)c1cccc(S(=O)(=O)NCCC(c2ccccc2)c2ccccc2)c1	-4	0	-5	-3	3	0	-11	24	1	-6
CCCCNC(=O)[C@@H]1CC=C[C@@H]2CCN(Cc3ccc(Cl)c(Cl)c3)C(=O)[C@@H]21	3	-2	1	4	-4	-3	-3	-11	-1	-3
Cc1csc(SCC(=O)Nc2cccc3nsnc23)n1	-2	-1	-3	5	2	2	-3	3	0	0
Cc1ccc(-n2nc3c(c2NC(=O)c2c(-c4ccccc4Cl)noc2C)CS(=O)(=O)C3)c(C)c1	-4	-2	-2	3	-14	-15	-1	-3	-3	-6
Cc1ccc(Cc2c(-c3ccc(Cl)cc3)nc3c(C)cc(Br)cn23)cc1	0	4	-4	4	0	-3	-10	16	-5	/
COc1ccc(NC(=O)c2cccc(N3C(=O)C4C5C=CC(C6CC56)C4C3=O)c2)c(OC)c1 (stereo not given)	1	1	1	3	6	1	2	-5	-5	-13
O=C(CN1C(=O)c2ccccc2S1(=O)=O)c1ccc2c(c1)OCCO2	-8	0	4	-6	-2	5	6	-4	4	6
COc1ccc(S(=O)(=O)CCC(=O)Nc2c(C)n(C)n(-c3ccccc3)c2=O)cc1	8	0	-5	-1	2	1	-1	0	-2	4
O=C(NCc1ccc(F)cc1)c1ccc(S(=O)(=O)N2CCCC2)cc1	11	-2	-3	6	2	1	0	1	3	-1
CCC(=O)N1N=C(c2ccc(NS(=O)(=O)c3ccccc3)cc2)CC1c1ccco1 (stereo not given)	-7	0	0	-2	-3	-6	-7	8	6	3
O=C(CN1CCC(C(=O)c2ccc(Cl)cc2)CC1)Nc1ccc2c(c1)OCCO2	3	4	3	5	-4	4	3	6	-4	-12
COC(=O)c1ccc(SC)cn1	-5	4	0	-3	4	-3	8	-3	2	5
Cc1cccc([N+](=O)[O-])c1NC(=O)COC(=O)C1CCCO1 (stereo not given)	6	-4	2	1	0	0	-3	1	0	7
O=C(CN(Cc1ccco1)C(=O)CNS(=O)(=O)c1ccc(Cl)cc1)NCC1CCCO1 (stereo not given)	4	6	6	-13	-2	0	-4	0	4	2
OC(c1ccc(F)c(F)c1)c1nc(-c2cc(F)cc(F)c2)cs1 (stereo not given)	0	-1	-3	-9	-8	1	-24	0	1	/
CCC(CC)C(=O)N(C)c1c(C)nc2c(OCc3ccc(C(F)(F)F)cc3)cccn12	7	-1	1	-5	-1	-1	2	-3	-1	/
COc1ccc(OCc2cc(C(=O)N(C)C3CCOCC3)no2)c2ccccc12	-6	2	0	-3	4	3	2	1	5	-2
COc1ccc(NC(=O)COC(=O)CNC(=O)c2cc(OC)c(OC)c(OC)c2)cc1	-3	3	0	0	-8	-7	-5	0	3	6
Clc1cccc(CN2CCSCC2)c1	2	-2	-4	3	1	-3	2	-4	0	-4
Cc1ccccc1CN1C(=O)c2ccccc2Sc2ccc(C(=O)O)cc21	7	3	2	-6	0	1	-11	19	-3	-5
CCOC(=O)c1[nH]c(=S)n(Cc2ccccc2)c1C(=O)OCC	3	-2	-5	5	-31	-5	2	5	7	9
CC(=NNC(=S)Nc1cccc(Cl)c1)c1ccccn1	-6	-11	-5	11	-5	-2	7	7	-2	20
COc1cccc(-c2ccc(SCC(=O)N3CCOCC3)nn2)c1	1	3	3	-1	1	2	-4	-4	-2	-1
COc1ccc(OC)c(C(=O)CCCC(=O)c2cc(OC)ccc2OC)c1	7	-4	3	-2	-3	-5	1	-2	0	-20
O=C(COC(=O)c1cc(S(=O)(=O)N2CCOCC2)ccc1F)Nc1ccc2c(c1)OCO2	-6	3	6	2	6	11	-15	10	6	9
Cc1ccc(NC(=O)Cn2c(=O)oc3ccccc32)cc1Cl	-2	2	4	12	2	2	0	3	0	-12
COc1ccc(OC)c(C2NC(=O)NC(C)=C2C(=O)Nc2ccc(C)cc2C)c1 (stereo not given)	-1	4	3	0	4	-3	6	-2	1	-7
O=C(Nc1ccc(Cl)c(Cl)c1)c1ccccc1	4	9	6	-10	-4	0	-23	2	0	-48
O=S(=O)(CC1NCCc2ccccc21)NCc1ccc(F)cc1 (stereo not given)	/	2	3	-2	1	3	-6	-1	8	/
Cc1ccc(C(=O)NCCNC(=O)c2cnccn2)cc1	-2	1	-4	-1	0	5	-3	1	-4	9
COC(=O)/C(C#N)=C/c1ccc(-c2ccc(S(N)(=O)=O)cc2)o1	-6	0	1	-8	-9	-3	7	12	-3	-2

# Source: PubChem BioAssay
